CHRM1 PAM: positive allosteric modulators of human M1 muscarinic receptor. P11229. AID 588819. CHO-K1 hM1, Fluo-8 calcium fluorescence, ACh EC20; 0% = ACh EC20, 100% = maximal ACh. 360,000 tested, 0.088% active. activation, % at 3 µM; in the data active means activation above about 19%, passing the limit was not always enough
CHRM4 antagonist: antagonists of human muscarinic M4 receptor (CHRM4). CHO-hM4 cells, ACh EC80, Fluo-8 calcium fluorescence. inhibition, % at 3 µM. 360,000 tested, 0.73% active. AID 624125;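 active means inhibition above its plate's cutoff, the mean inhibition of sample wells plus 3 SD, cut at about 27% in these data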;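 further: 0% = acetylcholine EC80 with DMSO and 100% = DMSO without agonist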
Target sequence (P08173 whole entry, looked up): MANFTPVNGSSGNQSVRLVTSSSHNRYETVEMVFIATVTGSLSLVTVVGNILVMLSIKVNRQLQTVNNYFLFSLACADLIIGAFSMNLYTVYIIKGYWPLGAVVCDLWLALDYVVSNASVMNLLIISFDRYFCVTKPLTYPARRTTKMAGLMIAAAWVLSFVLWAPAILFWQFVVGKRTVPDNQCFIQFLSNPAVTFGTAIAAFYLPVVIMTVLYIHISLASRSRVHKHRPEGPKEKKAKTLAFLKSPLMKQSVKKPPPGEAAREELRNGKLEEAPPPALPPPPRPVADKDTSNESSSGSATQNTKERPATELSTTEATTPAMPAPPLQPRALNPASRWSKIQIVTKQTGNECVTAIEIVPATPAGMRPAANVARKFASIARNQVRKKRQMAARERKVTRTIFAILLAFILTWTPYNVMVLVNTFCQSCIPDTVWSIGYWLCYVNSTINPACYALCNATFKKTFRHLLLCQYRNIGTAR
CRFR2-BP ag: CRF-BP/CRF-R2 complex agonism. HEK293 CRF-R2/CRF-BP, calcium dye fluorescence (FLIPR); percent of saturating CRF peptide response. activation, % at 13.2 µM. 350,000 tested, 0.46% active. AID 588473;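 active means activation of at least 50%, plus an integration ratio under a set limit after plate pattern correction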;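 further: plate controls were neutral control wells without compound for no effect and CRF at EC100 for full effect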
M5 ag: CHRM5 agonism in calcium assay. P08912. CHO-K1 hM5 cells, Fluo-8 calcium fluorescence; 0% DMSO wells, 100% maximal acetylcholine response. activation, % at 3 µM. 360,000 tested, 0.19% active;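 active means activation above the run's mean over test compounds plus 3 SD, cut at about 23% in these data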;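 further: signal is peak over basal fluorescence ratio across the kinetic read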
Target sequence (P08912 whole entry, looked up): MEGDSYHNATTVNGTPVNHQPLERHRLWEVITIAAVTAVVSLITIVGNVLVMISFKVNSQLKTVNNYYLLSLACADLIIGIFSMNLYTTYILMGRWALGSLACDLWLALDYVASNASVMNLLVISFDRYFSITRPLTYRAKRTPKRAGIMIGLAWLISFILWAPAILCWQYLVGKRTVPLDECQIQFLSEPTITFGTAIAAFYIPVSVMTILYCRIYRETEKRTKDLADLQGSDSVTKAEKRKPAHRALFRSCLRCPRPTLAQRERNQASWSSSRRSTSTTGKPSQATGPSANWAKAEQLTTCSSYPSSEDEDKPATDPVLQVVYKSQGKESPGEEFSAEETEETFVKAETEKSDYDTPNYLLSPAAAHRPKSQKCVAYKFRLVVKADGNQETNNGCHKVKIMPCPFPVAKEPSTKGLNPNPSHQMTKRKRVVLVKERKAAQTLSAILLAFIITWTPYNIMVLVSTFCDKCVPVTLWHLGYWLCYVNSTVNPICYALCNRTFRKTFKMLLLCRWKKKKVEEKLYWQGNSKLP
CHRM5 antagonist: blocks acetylcholine activation of human M5 receptor | P08912 | CHO-hM5 cells, Fluo-8 calcium fluorescence, ACh EC80 | inhibition, % at 3 µM | 360,000 tested, 0.59% active | AID 624040;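 active means inhibition above a per-plate cutoff, the mean of that plate's test compounds plus 3 SD, cut at about 27% in these data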;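 further: 0% = acetylcholine EC80 with DMSO and 100% = DMSO without agonist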
M4 ag: agonists of human muscarinic M4 receptor (CHRM4) | P08173 | 360,000 tested, 0.14% active | activation, % at 3 µM | CHO-K1 hM4/Gqi5, Fluo-8 calcium fluorescence; vehicle 0%, full acetylcholine response 100%;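 active means activation above the run mean over all test wells plus 3 SD, cut at about 32% in these data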;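 further: peak over basal fluorescence ratio per well then scaled between controls; 0% = DMSO wells and 100% = acetylcholine at EC100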
M1 antag: blocks human M1 muscarinic receptor; P11229; CHO-K1 hM1, Fluo-8 calcium fluorescence, ACh EC80 antagonist; inhibition, % at 3 µM; 360,000 tested, 1.3% active;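 active means percent inhibition above its own plate's cutoff, namely the mean of that plate's compound wells plus 3 SD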;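 further: peak over basal fluorescence ratio during 140 s after agonist addition; 0% = ACh EC80 plus DMSO and 100% = DMSO alone without agonist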
M5 PAM: positive allosteric modulators of human muscarinic M5 receptor. P08912. CHO-K1 hM5, Fluo-8 calcium, ACh EC20 PAM; 0% = ACh EC20, 100% = ACh EC100. activation, % at 3 µM. 360,000 tested, 0.3% active. AID 624038;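 active means activation above the run cutoff, the mean activation of all test compounds plus 3 SD, cut at about 18% in these data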
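system = human M5 receptor in CHO-K1 cells | reagent = EC20 acetylcholine as agonist stimulus | compound dosing = single-point, 3 µM nominal | incubation = Fluo-8 loading 80 min at 37 °C plus 30 min room temperature | detection = Fluo-8 calcium dye fluorescence, kinetic read | benchmarks = low control EC20 acetylcholine (0%), high control EC100 acetylcholine (100%)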
CHRM4 PAM: CHRM4 positive allosteric modulation; 360,000 tested, 0.4% active; CHO-K1 hM4/Gqi5, Fluo-8 calcium fluorescence, ACh EC20; 0% = ACh EC20, 100% = maximal ACh; activation, % at 3 µM; AID 624126; P08173;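 active means activation above its plate's cutoff, the mean activation of sample wells plus 3 SD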; further: some results filed as inactive read as strong as hits
* marks the source's active call; other numbers are inactive results; nt = not tested or not shown. These rows are one share of the data. The share of hits here may be higher or lower than overall.

A first look (2 entries):
SMILES	CHRM1 PAM	CHRM4 antagonist	CRFR2-BP ag	M5 ag	CHRM5 antagonist	M4 ag	M1 antag	M5 PAM	CHRM4 PAM
CCCCCCn1c(=O)c(C(=O)Nc2cnccn2)c(O)c2ccccc21	8	1	3.3	-1	-6	0	-2	1	-3
CN1Cc2cnnn2-c2ccccc2C1c1ccccc1 (configuration not stated)	10	12	-1.4	-1	-1	1	-19	-3	1

Main list, from the first entry:
SMILES	CHRM1 PAM	CHRM4 antagonist	CRFR2-BP ag	M5 ag	CHRM5 antagonist	M4 ag	M1 antag	M5 PAM	CHRM4 PAM
CCCCCCn1c(=O)c(C(=O)Nc2cnccn2)c(O)c2ccccc21	8	1	3.3	-1	-6	0	-2	1	-3
CN1Cc2cnnn2-c2ccccc2C1c1ccccc1 (configuration not stated)	10	12	-1.4	-1	-1	1	-19	-3	1
O=c1[nH]c(N2CCN(Cc3ccc4c(c3)OCO4)CC2)nc2c1CCC2	7	10	-2.0	4	2	0	-16	2	2
N=Cc1c(O)n(-c2ccc(C34CC5CC(CC(C5)C3)C4)cc2)c(=O)[nH]c1=O	14	-4	-1.4	9	-1	2	-12	0	2
CN1CCN(c2ccc([N+](=O)[O-])c(SCCO)c2)CC1	4	-17	1.7	-5	5	1	-2	2	1
Cc1cccc(N2C(=O)NC(=O)/C(=C\c3cnn(-c4ccccc4)c3)C2=O)c1	8	9	5.1	-2	1	1	4	1	2
COC(=O)C1=C(c2ccc(OC(F)(F)F)cc2)C[C@@H]2CC[C@H]1N2C(=O)NCc1ccc(F)cc1	-15	-4	3.9	-8	10	4	4	-13	-9
O=C(Cn1cnc2ccccc2c1=O)NCCC(=O)N1CCC2(CC1)OCCO2	12	-1	-0.2	-2	-4	2	-17	3	-2
Nc1cc(C(=O)Nc2ccc(Cl)cc2)ccc1N1CC2CC(C1)c1cccc(=O)n1C2 (configuration not stated)	13	-10	5.7	-4	-6	6	-14	4	-9
CC(c1ccccc1)[n+]1ccccc1 (configuration not stated)	-11	1	-0.9	-8	1	2	19	6	0
CCOc1ccc(N=Cc2c(O)n(C(C)(C)C)c(=O)[nH]c2=O)cc1	-5	-2	-0.5	-1	7	2	8	0	-3
COc1ccc2c(c1)c(C(=O)CN1CCN(C)CC1)c(C)n2Cc1ccccc1	-8	-5	1.2	-5	-5	1	-17	-2	-12
CCN(CC)P(=O)(NC(=O)c1cccn1C)N(CC)CC	-7	-9	-1.4	0	13	2	18	-4	12
CCOc1cc2[nH]c(=S)n(CCCC(=O)N3CCC4(CC3)OCCO4)c(=O)c2cc1OCC	6	-8	-5.2	-2	-2	0	-18	-4	11
CC1(C)CC(=O)c2cc(OCC(=O)N3CCN(Cc4ccccc4)CC3)ccc2O1	12	-6	2.7	-1	8	2	-17	0	12
CCN(CC)c1ccc(N=Cc2c(O)n(-c3ccc(OC)cc3)c(=O)[nH]c2=O)cc1	2	-5	44	2	5	1	-32	0	-2
Cc1cccc(-n2c(C)nc3cc(C(=O)N4CCC5(CC4)OCCO5)ccc32)c1	3	4	-0.8	-4	6	0	6	-3	-4
C[N+](C)(C)CC#CCN1CCCC1=O	-12	95*	33	99*	98*	107*	89*	-13	-20
Cc1c(CC(=O)N2C[C@H]3C[C@@H](C2)c2cccc(=O)n2C3)c(=O)oc2c(C)c(O)ccc12	4	-7	0.6	0	0	0	-8	4	2
Cc1cc(Cl)ccc1OC(C)C(=O)O (configuration not stated)	18	-5	-0.7	0	-4	0	-35	-2	0
O=c1c2ccccc2nc(/C=C/c2ccccc2O)n1-c1ccccc1O	7	1	nt	3	19	13	0	-10	-3
CN1C(=O)C(C2CCCCC2)C(=O)N(C)C1=O	3	4	0.3	1	6	0	-11	-4	-2
CCN1C[C@]2(C)CC[C@H](OC)[C@]34C2[C@H](OC(C)=O)[C@@]2(OCO[C@@]25C[C@H](OC)[C@H]2C[C@]3(O)C5[C@H]2OC)[C@@H]14	18	-15	-0.2	-2	-6	1	-15	7	11
COc1ccc2nc3oc(C(=O)N4CCC5(CC4)OCCO5)cc3cc2c1	14	2	-0.1	2	-6	2	-11	9	4
COc1ccc(NC(c2ccccc2F)P(=O)(Oc2ccccc2)Oc2ccccc2)cc1 (configuration not stated)	2	3	0.5	-6	11	0	-3	-9	-9
Cc1cc(Cl)ccc1OCC(=O)N1CCN(C)CC1	4	9	-0.4	-1	5	1	-3	0	-6
CCC(=NCc1cccnc1)c1c(O)n(-c2ccc(Cl)cc2)c(=O)[nH]c1=O	-1	-14	-0.1	0	4	1	-1	0	4
CCNc1nc(Cl)nc(NC(C)C)n1	10	3	-0.9	-2	2	0	0	2	-2
O=C1N[C@H](Cc2ccccc2)C(=O)N2[C@@H]3[C@H](C[C@@H]12)c1ccccc1N3OOSc1ccccc1	3	5	-0.3	1	-8	2	9	14	8
COC(=O)c1ccc(CN2CCSC2=N)cc1	0	4	-0.1	-4	3	1	-5	0	1
c1ccc(CNc2c3c(nc4ccccc24)CCC3)cc1	-4	-3	-1.2	-13	13	4	0	-7	-6
C[C@H]1CN([C@@H](C)CO)C(=O)CCCn2nncc2CO[C@@H]1CN(C)C(=O)Oc1ccccc1	0	-26	-0.2	-2	-4	1	-8	-2	8
Cc1c(N=Nc2c(O)n(Cc3ccccc3)c(=O)[nH]c2=O)c(=O)n(-c2ccccc2)n1C	8	-3	-1.7	-3	-9	0	-11	2	-4
O=C(N/N=C/c1c(O)n(Cc2ccco2)c(=O)[nH]c1=O)c1ccccc1O	1	1	-2.1	4	5	0	1	6	5
Cc1[nH]c2ccc(OCc3ccccc3)cc2c1CCN	3	-2	-0.3	-2	10	6	-4	-3	4
CC12CCC(=O)C=C1CC(O)C1C2CCC2(C)C1CCC2(C)O (configuration not stated)	-14	4	4.2	0	17	1	27	-1	0
Cc1onc(-c2ccccc2)c1C(=O)N1CCC2(CC1)OCCO2	7	5	-0.1	-1	-5	1	-14	2	-7
O=c1[nH]c(O)c(N=Nc2cccc(S(=O)(=O)N3CCOCC3)c2)c(=O)[nH]1	6	0	-1.4	1	-3	6	-1	-3	2
CC(Cc1ccccc1)[n+]1cc(/N=C(\[O-])Nc2ccccc2)on1 (configuration not stated)	5	-7	-0.6	-4	-6	2	-30	2	2
CC(C)(C)OC(=O)c1c(N)n(Cc2ccco2)c2nc3ccccc3nc12	8	-3	42	1	1	3	-32	-3	-1
COC1=C[C@@H]2C3=C([C@@H]2C1=O)[C@@H](NC(C)=O)CCc1cc(OC)c(OC)c(OC)c13	-4	-22	0.0	0	-6	0	-15	-1	2
CN1C(=O)/C(=C/C=C/c2ccco2)C(=O)NC1=S	13	-11	11	8	-4	2	-15	4	5
O=C(Nc1ccccc1)Oc1ccccc1	10	-7	-4.1	2	-5	2	-43	4	13
Cc1ccc(C(=O)n2cc(CCN3CCS(=O)(=O)CC3)c3ccccc32)cc1	6	7	1.4	4	3	5	-10	-1	2
CC12CCC3C(CC=C4CC(O)CCC43C)C1C/C(=C\c1ccccc1F)C2=O (configuration not stated)	1	3	0.8	-3	-1	-1	-6	4	0
COc1cc2c(cc1OC)C13CCN4CC5=CCOC6CC(=O)N2C1C6C5C3C4 (configuration not stated) (tested in a mixture with another compound)	19	-8	0.2	-4	15	0	-12	2	8
COc1ccc(OC)c2c1CCC1NCCOC21 (configuration not stated)	10	2	0.5	-5	6	1	-10	0	1
Cc1ccc(CN2CCCC(C(=O)c3sccc3C)C2)o1 (configuration not stated)	-11	-12	-0.9	-17	10	0	14	-11	-12
Cc1cc(C)c2c(c1)NP(=S)(c1ccccc1)N2 (configuration not stated)	1	8	-11	-5	-1	0	-7	5	3
O=c1cc(CN2CCNCC2)nc2sccn12	11	2	1.0	-3	-1	0	-16	2	4
O=c1[nH]c(=O)n(Cc2ccco2)c(O)c1C=NCc1ccco1	13	4	1.9	3	-2	2	-10	3	1
CCOC(=O)CSc1ccc(C(=O)N2CCC3(CC2)OCCO3)cc1[N+](=O)[O-]	15	7	3.5	0	7	1	-20	2	8
CC(C)(C)NC(=O)Cn1cc(C(=O)c2ccccc2F)c2ccccc21	7	-5	-0.5	2	-10	0	-15	-4	3
CCOC(=O)[C@]12Cc3ccccc3[C@H]1N(Cc1ccccc1)C(=O)c1ccccc12	-1	-9	0.7	-5	-6	1	7	4	7
Cc1ccc(C2(O)CCN3CCCCC32)cc1 (configuration not stated)	9	-3	-1.1	-1	12	1	-8	-2	-1
O=S(=O)(O)C(=Cc1ccccc1)c1ccccc1 (tested in a mixture with another compound)	11	-10	-0.8	4	6	0	-15	-2	3
COC(=O)C1=C(c2ccccc2)C[C@@H]2CC[C@H]1N2C(=O)NCCS(C)=O (some centres not stated)	0	-2	-2.4	-4	9	-1	5	9	8
Cc1ccccc1C(=O)N1CC1C (configuration not stated)	11	-6	-0.6	-1	17	1	-15	2	3
CC1CCCC(C)N1/N=C/c1c[nH]c2ccc(Br)cc12 (configuration not stated)	-12	2	26	-3	-1	12	9	-3	-5
O=S(=O)(NC1CCCCCCC1)OCC(Cl)(Cl)Cl	-10	4	0.1	-7	10	1	6	-14	-12
Additional structures.
SMILES	CHRM1 PAM	CHRM4 antagonist	CRFR2-BP ag	M5 ag	CHRM5 antagonist	M4 ag	M1 antag	M5 PAM	CHRM4 PAM
CC1CCC(N(C)C2CCN(C)CC2)CC1 (configuration not stated)	9	-9	4.2	-4	-3	0	-15	-7	-2
COc1cc2c(cc1OC)C(C(=O)NC(C)C)C1CCCCN1C2=O (configuration not stated)	-4	12	4.7	-1	3	2	-17	4	18
CC12CCCCC1=NC(c1ccc(Br)cc1)N2O (configuration not stated)	7	3	0.1	0	-6	1	-8	-2	8
Cc1ccc(N2Cc3ccccc3C2=N)cc1[N+](=O)[O-]	-5	10	-1.9	-7	-2	0	0	0	-6
CCc1nc2ccccc2c(=O)n1-c1cccc(OC)c1	4	-8	-3.1	-3	3	-2	1	-3	12
O=C(NCP(=O)(Oc1ccccc1)Oc1ccccc1)OCc1ccccc1	-3	-3	nt	2	5	8	1	-8	2
O=C(Cc1ccc([N+](=O)[O-])cc1)N1CCN(Cc2ccc3c(c2)OCO3)CC1	1	7	-0.7	-1	-4	2	-9	2	-9
O=C1NC(=S)N(c2ccccc2F)C(=O)/C1=C\c1cccs1	7	-8	8.3	-1	-2	2	-8	0	-4
O=c1c2ccccc2ncn1-c1ccc([N+](=O)[O-])c(C(F)(F)F)c1	-8	3	-1.2	8	3	15	10	-5	-11
c1cncc(CNC2CCCC2)c1	6	4	2.4	-1	7	0	-3	11	1
CN1CC[C@]23c4c5ccc(OC6OC(C(=O)O)[C@@H](O)C(O)[C@H]6O)c4OC2C(O)C=CC3[C@H]1C5 (some centres not stated)	8	-27	0.9	1	-4	1	4	-1	11
O=P(O)(O)Cc1ccccc1OP(=O)(c1ccccc1)c1ccccc1	4	5	1.8	1	-7	0	0	1	4
COC(=O)C1=C(c2ccc(F)cc2F)C[C@@H]2CC[C@H]1N2C(=O)N1CCCCC1	12	-10	-2.1	-1	7	0	-20	-1	3
CCCCn1c(=O)c(C(=O)Nc2cnccn2)c(O)c2ccccc21	8	9	0.5	2	-5	0	-10	9	4
COc1cccc(-c2nc3ccc(N4CCN(C)CC4)cc3[nH]2)c1	7	5	-0.8	0	5	0	0	7	9

From PubChem BioAssay
